PKM2 act: activators of human pyruvate kinase M2 | P14618 | purified PKM2, Kinase-Glo ATP luminescence, activation; response scale: 0% is enzyme alone, no compound | Potency, µM (titrated, usually from 57.5 µM), inactives show top-dose activation, most hits filed as activators | 260,000 tested, 0.34% active | AID 1631; also: potency is read from the fitted curve at half-maximal effect; % is scaled to controls: 0 for no effect and ±100 for the full control effect; nearly all actives have a fitted effect of over 55% in size
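ATP formation by purified human PK-M2, quantified via coupled luciferase luminescence after 1 h at room temperature with 0.1 mM ADP and 0.5 mM PEP final.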
RORgamma inh: ROR gamma (mouse) transcription inhibition | Potency, µM (highest dose often 53.6 µM), for the others: top-dose activity change, negative = inhibition, most hits filed as inhibitors | P51450 | 310,000 tested, 5.4% active | Drosophila S2 Gal4-RORgamma UAS-luciferase reporter, 20 h; also: potency is read from the fitted curve at half-maximal effect; % is scaled to controls: 0 for no effect and ±100 for the full control effect; nearly all actives have a fitted effect of over 60% in size
Target sequence (P51450 whole entry, looked up, the tested form may be a part): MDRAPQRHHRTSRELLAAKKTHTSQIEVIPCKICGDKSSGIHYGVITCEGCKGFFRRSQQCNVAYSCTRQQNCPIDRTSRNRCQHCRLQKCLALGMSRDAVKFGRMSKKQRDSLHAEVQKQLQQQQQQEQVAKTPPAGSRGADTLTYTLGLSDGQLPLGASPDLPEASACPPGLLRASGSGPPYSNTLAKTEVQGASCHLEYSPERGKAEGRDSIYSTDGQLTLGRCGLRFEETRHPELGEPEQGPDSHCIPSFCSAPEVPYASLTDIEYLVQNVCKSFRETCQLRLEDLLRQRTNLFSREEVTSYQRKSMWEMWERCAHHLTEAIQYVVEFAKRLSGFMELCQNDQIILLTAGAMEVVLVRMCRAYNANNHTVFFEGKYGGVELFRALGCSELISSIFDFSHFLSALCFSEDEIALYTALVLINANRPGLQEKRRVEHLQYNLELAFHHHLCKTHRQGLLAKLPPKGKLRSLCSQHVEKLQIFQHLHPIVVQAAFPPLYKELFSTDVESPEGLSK
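A Gal4/UAS one-hybrid system in insect cells: metallothionein-promoter Gal4–ROR gamma fusion plus Photinus luciferase reporter. Copper sulfate 700 uM final, 20 hr ambient incubation, luminescent detection after 10 min with reagent.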
KCNH2 3.1 block: blocks the human KCNH2 3.1 channel isoform; U2OS KCNH2 3.1, thallium flux FluxOr; hits give low values; activity change, % (tested at about 1.8 µM); 340,000 tested, 0.95% active;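 active = maximum activity change below -70%; inconclusive = maximum activity change from -70% to -50%; inactive = maximum activity change above -50%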;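 also: thallium influx rate constant from kinetic fluorescence after stimulation buffer; % is scaled to controls: 0 for no effect and ±100 for the full control effect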
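FluxOr-based Tl+ influx in U2OS cells transduced with KCNH2 3.1 virus; rate constants normalized to DMSO controls.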
ELG1 DNA repair: ELG1-dependent DNA repair inhibition; Potency, µM (top dose mostly 46.1 µM), without a hit: top-dose activity change, negative = inhibition, most hits filed as inhibitors; HEK293T ELG1-luciferase reporter, luminescence, 16 h; DNA damage induced by 5-fluorouridine; AID 504467; 330,000 tested, 2.3% active; also: potency is read from the fitted curve at half-maximal effect; % is scaled to controls: 0 for no effect and ±100 for the full control effect; nearly all actives have a fitted effect of over 55% in size
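Quantitative HTS, concentration-response format. 2,000 cells/well co-treated with 5-fluorouridine and compound, 16 hr in 5% CO2 at 37 °C; ONE-Glo luminescence read after 30 min.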
NPC1 prom act: NPC1 promoter activation | AID 485313 | Huh7 NPC1 promoter luciferase reporter, 24 h | 320,000 tested, 2.4% active | Potency, µM (series often up to 9.22 µM), for inactives: at the highest dose activation, hits mostly activators;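 also: potency is read from the fitted curve at half-maximal effect; % of control where 0% means no effect; nearly all actives have a fitted effect of over 60% in size; reporter is driven by a mutant NPC1 promoter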
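Luminescence from an NPC1 promoter-driven luciferase reporter in stably transfected Huh7 cells was measured after 24 h compound treatment at 37 °C, followed by 10 min ambient incubation with luciferase detection reagent.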
VP16 counter: counter-screen for ROR gamma inhibitors: Gal4-VP16 reporter; Drosophila S2 Gal4-VP16 UAS-luciferase, luminescence, 20 h; Potency, µM (titrated, usually from 53.6 µM), for inactives: top-dose activity, negative = inhibition, hits mostly inhibitors; 310,000 tested, 3.5% active;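 also: Gal4-VP16 expression switched on by copper sulfate through the metallothionein promoter; potency is read from the fitted curve at half-maximal effect; % is scaled to controls: 0 for no effect and ±100 for the full control effect; nearly all actives have a fitted effect of over 50% in size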
MBNL1 CUG block: MBNL1-poly(CUG) RNA binding inhibition; 280,000 tested, 0.036% active; TR-FRET MBNL1-His/biotin-(CUG)12 binding, 665/545 ratio; Potency, µM (highest dose often 57.5 µM), for inactives: at the highest dose activity change, negative = inhibition, usual class: inhibitors; AID 2675; active = well fitted inhibition curve with a large enough effect in the signal ratio, with a control signal flat, not every such curve was filed as active; inconclusive = small, poorly fitted or top-dose-only effect, or effect the other way, or a change in a side signal; inactive = no such curve, though single readings can be large or run the other way; the % refers to the signal ratio; also: potency is read from the fitted curve at half-maximal effect; % is scaled to controls: 0 for no effect and ±100 for the full control effect
Target sequence (Q9NR56 whole entry, looked up): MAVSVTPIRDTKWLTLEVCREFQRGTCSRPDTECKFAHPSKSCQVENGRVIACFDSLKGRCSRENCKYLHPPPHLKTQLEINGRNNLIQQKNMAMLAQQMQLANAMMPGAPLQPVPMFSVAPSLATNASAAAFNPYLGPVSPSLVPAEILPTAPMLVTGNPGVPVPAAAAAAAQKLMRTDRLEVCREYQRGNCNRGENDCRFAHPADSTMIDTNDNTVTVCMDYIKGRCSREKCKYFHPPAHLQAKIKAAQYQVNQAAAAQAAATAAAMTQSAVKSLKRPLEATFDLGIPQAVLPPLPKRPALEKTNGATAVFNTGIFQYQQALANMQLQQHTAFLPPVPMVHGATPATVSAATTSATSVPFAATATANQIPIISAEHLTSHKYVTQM
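Inhibition of protein-RNA binding appears as loss of TR-FRET between terbium anti-His antibody on MBNL1-His and streptavidin-XL665 on biotin-(CUG)12. Activity is normalized to buffer-only and uninhibited-complex controls.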
Rab9 prom act: activates the Rab9 promoter; Potency, µM (doses to about 9.22 µM), without a hit: top-dose activation, negative = inhibition, usual class: activators; Huh7 Rab9 promoter-luciferase reporter, luminescence, 24 h; 320,000 tested, 2.8% active; AID 485297; also: potency is read from the fitted curve at half-maximal effect; % of control where 0% means no effect; nearly all actives have a fitted effect of over 60% in size
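Using Huh7 cells stably transfected with Rab9 promoter–luciferase, compounds were incubated 24 h at 37 °C, 5% CO2; luciferase luminescence was read 10 min after reagent addition.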
Mito fusion yeast: inhibitors of mitochondrial division or activators of mitochondrial fusion. Potency, µM (doses to about 46.1 µM), for inactives: at the top dose growth rescue (activation), most hits filed as activators. 320,000 tested, 0.23% active. S. cerevisiae fusion-defective mutant growth rescue, CellTiterGlo 48 h. AID 485298;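 also: potency is read from the fitted curve at half-maximal effect; % of control where 0% means no effect; nearly all actives have a fitted effect of over 45% in size; temperature-sensitive fusion mutants such as fzo1-1 at 37 °C on non-fermentable ethanol glycerol medium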
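Temperature-sensitive fusion-defective S. cerevisiae (e.g. fzo1-1, mgm1-5) were grown with compound in YPEG medium (3% ethanol, 3% glycerol) for 48 hours at 37C. Growth rescue was measured as viability by CellTiterGlo luminescence after 10 minutes at ambient.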
FLuc counter: counter-screen for miR-21 project: firefly luciferase inhibitors or activators; P08659; purified FLuc, Km substrates, luminescence inhibition; Potency, µM (highest dose often 57.5 µM), inactives show top-dose activity change, negative = inhibition, actives largely listed as inhibitors; 360,000 tested, 6.9% active;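 also: potency is read from the fitted curve at half-maximal effect; plate controls were vehicle for no effect and reference inhibitor for full effect; nearly all actives have a fitted effect of over 55% in size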
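Purified P. pyralis luciferase (10nM final) with 10uM D-luciferin and 10uM ATP (Km levels) in 50mM Tris acetate pH 7.5, 10mM Mg acetate, 0.01% Tween-20, 0.05% BSA; qHTS 6-point titration, ~60 µM downward; luminescence read.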
Menin-MLL TR inh: inhibitors of human menin-MLL interaction, mutant MLL peptide. O00255. Menin + Texas Red MLL mutant peptide, fluorescence polarization. Potency, µM (doses to about 61.6 µM), inactives show top-dose FP activity change, negative = inhibition, most hits filed as inhibitors. 270,000 tested, 0.23% active; active = well fitted inhibition curve with a large enough effect in the polarisation, with a control signal flat, not every such curve was filed as active; inconclusive = small, poorly fitted or top-dose-only effect, or effect the other way, or a change in a side signal; inactive = no such curve, though single readings can be large or run the other way; the % refers to the polarisation; also: potency is read from the fitted curve at half-maximal effect; % of control where 0% means no effect; many of its hits are not listed in these tables
* = called active by the depositor; ? = inconclusive; / = not tested or not shown; & = joins results of further samples; [ ] = dose if it differs, or a comment. Unless noted, calls follow the shape of the dose curve; as a rule, active = well fitted curve in the direction sought with a large enough effect; inconclusive = small, poorly fitted or top-dose-only effect, or another doubt; inactive = no such curve, though single readings can be large; an effect the other way counts as inactive or inconclusive. The list is partial; the hit share may differ from the screen's.

SMILES | PKM2 act | RORgamma inh | KCNH2 3.1 block | ELG1 DNA repair | NPC1 prom act | VP16 counter | MBNL1 CUG block | Rab9 prom act | Mito fusion yeast | FLuc counter | Menin-MLL TR inh
Cc1ccc(CS(=O)Cc2ccc(C(=O)NCC(C)c3ccccc3)o2)cc1 (stereo not given) | / | 17% | 12 | -1% | 1% | -2% | 2% | -8% | -1% | 1% | /
N#C/C(=C\c1ccccc1C(F)(F)F)C(=O)Nc1ccccc1 | 3% | -11%[10 µM] | -177* | 3% | -6% | 3% | / | 1% | 5% | 1% | 9%
Cn1c(=O)c2c(SCC(=O)Nc3nccs3)nc(C3CC3)nc2n(C)c1=O | ? | -16% | 5 | -1% | 2% | -3% | -9% | -7% | -1% | 7% | /
CCOc1cccc2sc(N(CCN(CC)CC)C(=O)c3ccc(S(=O)(=O)N4CCCC4)cc3)nc12 | 0% | -28% | -3 | -9% | ? | -1% | 2% | -3% | -4% | 4% | -2%
CC(C)(C)NS(=O)(=O)c1ccc(NC(=O)C2CC(=O)N(CCc3ccc(F)cc3)C2)cc1 (stereo not given) | / | -15% | -1 | 3% | 0% | 6% | ? | 2% | 2% | -3% | -9%
CCCn1nc(C(=O)NCC(C)(C)N2CCOCC2)c2ccccc2c1=O | -2% | -8% | -9 | 5% | -3% | -8% | -5% | -4% | -1% | 1% | 13%
Oc1nc(Nc2ccccc2)sc1/C=C1\C=Nc2ccccc21 | -6% | -8% | -2 | ? | 4µM* | 4% | / | 2.8µM* | 0% | 19µM* | /
O=C(OCC(=O)N1CCOCC1)C(c1ccccc1)c1ccccc1 | -2% | 10% | -6 | 13% | -1% | 7% | 0% | -3% | 3% | 1% | 5%
O=C(COC(=O)c1ccc2c(c1[N+](=O)[O-])C(=O)c1ccccc1C2=O)NC1CC1 | 1% | ? | -6 | 3% | -5% | 18µM* | ? | -6% | -7% | -16% | -1%
Cc1ccc2c([N+](=O)[O-])cccc2n1 | 16% | 17% | 13 | -7% | 0% | -10% | / | -3% | 0% | 4% | -2%
Cc1c(N=C/C=C2/N(C)c3ccccc3C2(C)C)c(=O)n(-c2ccccc2)n1C | 9% | ? | -6&-9 | 1% | -1% | -1% | ? | -4% | -5% | 1% | -17%
O=C(c1c(Cl)nc2sccn12)N(C(=O)c1c(Cl)nc2sccn12)c1ccc(Cl)cn1 | -22% | 24% | -3 | ? | 15% | -3% | -2% | 18% | 17% | -13% | ?
CC(=O)N1CCOc2ccc(S(=O)(=O)NCCc3ccc(Cl)cc3)cc21 | -3%[0.46 µM] | -23% | 2 | -5% | 7% | -6% | -3% | -4% | 20% | 0% | 8%
Cn1nc(-c2ccc(N3CCCCC3)c(NC(=O)c3ccco3)c2)c2ccccc2c1=O | 9% | -42% | 2 | ? | -11% | -26% | 5% | -11% | ? | 0% | -20%
CCOC(=O)CSc1nnc(Cc2ccccc2)n1-c1ccc(C)cc1 | ? | -8% | 2 | 5% | -2% | -8% | 2% | -8% | 2% | -7% | -7%
COc1ccc(NC(=O)Cn2cnc3sc(C)c(S(=O)(=O)N4CCOCC4)c3c2=O)c(OC)c1 | -2% | 3% | 5 | 13% | -5% | -13% | -8% | -8% | -15% | 2% | -1%
COc1ccccc1P(=O)(c1ccccc1)c1ccc([N+](=O)[O-])cc1 (stereo not given) | / | 9% | 8 | 6% | -2% | 19% | ? | -3% | 16% | 1% | -14%
COc1ccc(CCNC(=O)C(=O)NCC2CCCN2S(=O)(=O)c2cccs2)cc1OC (stereo not given) | / | / | 9 | ? | -4% | / | / | 0% | -1% | -1% | /
CCCCNC(=O)CC1C(=O)N(Cc2ccccc2)C(C)c2nc3ccccc3n21 (stereo not given) | -9% | -2% | 3 | 3% | 0% | -8% | -8% | 1% | 4% | 1% | 2%
Cc1nn(-c2ccccn2)c2c1C(c1c(F)cccc1Cl)C1=C(N2)c2ccccc2C1=O (stereo not given) | -12% | 1.6µM* | / | 15µM* | -6% | 7.9µM* | -5% | -1% | 8% | 0% | -5%
Cc1cccc(NC(=O)CCc2ccc(C)o2)c1 | 20% | 0% | -4 | 6% | 0% | ? | 5% | -1% | -2% | -16% | 10%
CCCCc1nc(SCC(=O)Nc2nnc(CCCC)s2)n[nH]1 | 7% | 29% | -15 | -8% | -2% | 0% | -1% | -4% | -1% | 0% | 1%
O=C(O)c1cc(NC(=O)c2ccccc2F)cc(NC(=O)c2ccccc2F)c1 | 0% | 2% | -1 | 16% | -2% | 2% | 0% | 8% | -2% | 0% | -4%
CC(=O)Nc1ccc(NC(=O)C2(C)CC2(Cl)Cl)cc1 (stereo not given) | 1% | -6% | -13 | 7% | -8% | -2% | -6% | -6% | -14% | -4% | 14%
O=C(COC(=O)c1ccc(N2CCCC2=O)cc1)c1ccc(OC(F)F)cc1 | 2% | 45% | -8 | 2% | 1% | -15% | 1% | 3% | -6% | 0% | 3%
O=C(C1CCCCN1S(=O)(=O)c1ccccc1[N+](=O)[O-])N1CCCC1 (stereo not given) | 1% | 31% | 8 | 13% | 1% | 0% | 4% | -2% | 4% | 0% | -5%
O=C(NCC1CCCN1S(=O)(=O)c1cccs1)c1cccc(F)c1 (stereo not given) | / | / | 4 | 4% | -1% | / | / | 0% | 9% | 2% | /
C=C(C)CSc1cc(C)nc2c(-c3ccccc3)c(C)nn12 | 3% | 11µM* | -17 | ? | -4% | ? | / | -2% | 21% | ? | /
COc1ccc(N=C2SC(CC(=O)Nc3ccc(OC)cc3OC)C(=O)N2C)cc1 (stereo not given) | -9% | 0% | -10 | -27% | -2% | -2% | 3% | -3% | 5% | 0% | 2%
Cc1cc(C(=O)Nc2cccc([N+](=O)[O-])c2C)cs1 | 2% | ? | 6 | ? | 8% | 9% | 12% | 13% | -1% | -16% | -2%
COc1ccc(Cl)cc1Nc1nc(C)nc2c1nnn2Cc1ccccc1 | -2% | -10% | -6 | -6% | -5% | -16% | -12% | -1% | -3% | -2% | 37%[activator]
CCC(=O)/C=C1/Sc2ccc(OC)cc2N1CCO | -6% | 3% | -17 | 1% | -1% | -1% | 0% | -16% | -4% | -4% | 8%
CCN1C(=O)C(=O)N(CC(=O)N(C)CC(=O)Nc2ccccc2Cl)C1=O | / | / | -3 | 2% | 1% | / | / | -3% | 0% | 4% | /
O=C1C=C(c2ccc(-c3ccccc3)c(F)c2)C[C@@H](c2ccc(Cl)cc2)C1 | / | / | 11 | -3% | 0% | / | / | -3% | 3% | -8% | /
C(=N\Nc1nncn1/N=C/c1ccco1)/c1ccco1 | -3% | ? | -14 | -5% | -5% | -12% | ? | 2% | -3% | 5% | /
O=C(Nc1cccc(F)c1)C1CCN(C(=O)c2ccccc2Cl)CC1 | 12% | -5% | 10 | -13% | 0% | -1% | -2% | -3% | -1% | 4% | 0%
CCc1ccc(NC(=O)CCS(=O)(=O)c2ccc(Br)cc2)cc1 | / | ? | 3 | -3% | 3% | 5% | -4% | -12% | -5% | 1% | ?
C=CCc1cccc2cc(C(=O)NCc3ccc(C(=O)OCC)o3)c(=O)oc12 | 3% | 0% | -3 | -5% | -1% | 2% | -4% | 4% | -1% | 2% | -6%
CCN1CCN(C(=S)c2ccc(O)cc2)CC1 | 5% | 8% | 9 | 11% | -4% | 1% | -7% | 0% | -9% | -16% | 9%
CCN1CCN(C(c2ccccc2)c2nnnn2Cc2ccc(OC)cc2)CC1 (stereo not given) | 0% | -12% | 11 | 21% | 0% | 1% | -17% | 1% | -2% | -3% | 3%
Nc1ccc(Oc2ccc(Cl)cc2)cc1 | 0% | 2% | 22 | 1% | -2% | 4% | -9% | -5% | 2% | 3% | 5%
Cc1ccc(-c2nc(CS(=O)(=O)CC(=O)NCCN3CCOCC3)c(C)o2)cc1 | 5% | -2% | 9 | 8% | 1% | 1% | -4% | 12% | 0% | 0% | -17%
CCCCC(=O)Nc1ccccc1CC | -4% | 1% | 16 | 7% | -4% | 2% | -8% | -1% | 1% | -1% | /
NC(=O)/C=C\c1cn(-c2ccccc2)nc1-c1ccc2c(c1)OCCO2 | -13% | 10% | -6 | 16µM* | -2% | -7% | 33% | -5% | 4% | -16% | 30%[activator]
